GLP1R cytotox = qHTS of GLP-1 Receptor Inverse Agonists: Cytotox Screen; AID 624418, 2012; 410,000 compounds, 0.13% hits; HEK293 cAMP-luciferase reporter cells, luminescence, 24 h; Potency, µM (titrated, usually from 38.3 µM), for inactives: at the top dose activity change, negative = inhibition, most hits filed as inhibitors;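 further: loss of luciferase light is scored as toxicity; on the % scale 0 is the no-effect control and ±100 the full control effect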
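Compound-treated cells are incubated 24 hr at 37 deg C under 5% CO2 after a 12 hour attachment period, then luciferase detection reagent is added and luminescence is measured following 12 min at room temperature; lowered signal indicates toxicity.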
TDP-43 yeast inh = qHTS of TDP-43 Inhibitors; TDP-43 expressing yeast growth rescue, BacTiter-Glo, 24 h; Potency, µM (top dose mostly 46.1 µM), for the others: at the highest dose growth rescue (activation), most hits filed as activators; 410,000 compounds, 1.8% hits; AID 652104, 2013; further: % of control where 0% means no effect; nearly all actives have a fitted effect of over 50% in size
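In this qHTS, compounds that restore growth of yeast expressing TDP-43 appear as activators. Cells (OD600=0.02, galactose medium, raffinose-pregrown) are incubated with compound 24 hr at 30 deg C and growth is quantified by BacTiter-Glo.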
HT1080-NT tox = qHTS for induction of synthetic lethality in tumor cells producing 2HG: qHTS for the HT-1080-NT fibrosarcoma cell line | Potency, µM (doses to about 46.1 µM), for inactives: at the top dose activity, negative = less viability, hits mostly cytotoxic | HT-1080-NT fibrosarcoma viability, CellTiter-Glo ATP luminescence, 48 h | AID 686970, 2013 | 360,000 compounds, 1.6% hits;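 further: NT is the 2HG producing partner of a matched IDH1 knockdown line; 0% = DMSO-treated cells and -100% = media-only wells without cells; nearly all actives have a fitted effect of over 55% in size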
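HT-1080-NT fibrosarcoma cells (2HG-overproducing), 750 cells/well in RPMI with 5% FBS, dosed after 2 h and incubated 48 h at 37C. CellTiter-Glo luminescence normalized to DMSO and no-cell wells; concentration-response curves fitted and classed.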
KB-3-1 cytotox = qHTS assay for MDR1-selective chemotherapeutics: Primary screen using the parental adenocarcinoma cell KB-3-1. KB-3-1 viability, CellTiter-Glo ATP luminescence, 72 h. Potency, µM (top dose mostly 46.1 µM), inactives show at the highest dose activity change, negative = cytotoxic, usual class: cytotoxic. 400,000 compounds, 1.4% hits; further: on the % scale 0 is the no-effect control and ±100 the full control effect; nearly all actives have a fitted effect of over 60% in size
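KB-3-1 cells, DMEM (no phenol red) + 10% FBS; compound by pin transfer, 72 h, 37 °C. Readout: CellTiter-Glo luminescence after 10 min. Data normalized, curve-fitted.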
SW480 rerep = A quantitative high throughput screen for small molecules that induce DNA re-replication in SW480 colon adenocarcinoma cells | SW480 DNA re-replication, Hoechst DNA content imaging, 48 h | Potency, µM (top dose mostly 46.1 µM), for the others: at the highest dose re-replication activation, usual class: activators | 340,000 compounds, 1.8% hits | AID 624297, 2012; further: % of control where 0% means no effect; nearly all actives have a fitted effect of over 55% in size
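Per well, 250 cells were exposed to pinned compound for 48 hr. Nuclear DNA was visualised with Hoechst (40 min, 37 C) and total object intensity recorded by fluorescence scanning.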
KB-V1 cytotox = qHTS assay for MDR1-selective chemotherapeutics: Primary screen using the drug-selected MDR subline cells KB-V1; KB-V1 MDR cells viability, CellTiter-Glo, 72 h; Potency, µM (highest dose often 46.1 µM), for inactives: at the top dose activity change, negative = cytotoxicity, actives largely listed as cytotoxic; 400,000 compounds, 3.4% hits; further: on the % scale 0 is the no-effect control and ±100 the full control effect; nearly all actives have a fitted effect of over 60% in size
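Drug-selected KB-V1 cells, grown in DMEM lacking phenol red with 10% FBS, receive compound titrations; after three days at 37 degrees C, surviving cell ATP is quantified by CellTiter-Glo luminescence and responses normalized and curve-fitted.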
GLP1R inv ag = qHTS of GLP-1 Receptor Inverse Agonists (Inhibition Mode); Glucagon-like peptide 1 receptor (Homo sapiens), P43220; HEK293 GLP-1R CRE-luciferase, luminescence, 24 h; GLP-1R form is constitutively active; Potency, µM (top dose mostly 38.3 µM), inactives show at the highest dose activity change, negative = inhibition, usual class: inhibitors; 410,000 compounds, 1.6% hits; AID 624417, 2012; further: on the % scale 0 is the no-effect control and ±100 the full control effect; nearly all actives have a fitted effect of over 55% in size
Target sequence (P43220 whole entry, looked up): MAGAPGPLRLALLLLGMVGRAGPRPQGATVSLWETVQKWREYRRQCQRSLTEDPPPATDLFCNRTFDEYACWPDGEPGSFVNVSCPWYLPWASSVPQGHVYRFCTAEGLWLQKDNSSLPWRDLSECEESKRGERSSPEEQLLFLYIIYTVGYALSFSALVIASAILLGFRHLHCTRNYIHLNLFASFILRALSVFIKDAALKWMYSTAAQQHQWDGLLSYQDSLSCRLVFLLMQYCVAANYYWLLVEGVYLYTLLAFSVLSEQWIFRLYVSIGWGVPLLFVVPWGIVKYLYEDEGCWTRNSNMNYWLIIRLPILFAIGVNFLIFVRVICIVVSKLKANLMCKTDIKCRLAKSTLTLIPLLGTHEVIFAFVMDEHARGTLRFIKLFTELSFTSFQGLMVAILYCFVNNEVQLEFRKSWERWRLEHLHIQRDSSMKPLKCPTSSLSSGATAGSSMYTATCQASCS
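HEK293 cells stably co-expressing constitutively active GLP-1R and a cAMP-responsive luciferase reporter were seeded in DMEM with 10% Nu serum, given compounds after 12 h, and incubated 24 h at 37 deg C. Luminescence was then read.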
HT1080 IDH1KD tx = qHTS for induction of synthetic lethality in tumor cells producing 2HG: qHTS for the HT-1080-IDH1KD cell line | 360,000 compounds, 2% hits | HT-1080 IDH1 knockdown viability, ATP luminescence, 48 h | Potency, µM (series often up to 46.1 µM), for the others: at the top dose activity, negative = toxicity, actives largely listed as cytotoxic;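 further: 0% = DMSO wells and -100% = cell-free medium wells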
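Luminescent ATP read-out (CellTiter-Glo, 10 min at room temperature) after 48 h compound exposure at 37 °C gave viability of IDH1-knockdown HT-1080 cells. Activity was normalised to DMSO and cell-free wells, then fitted as concentration-response curves.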
GLP-1R agonist = qHTS of GLP-1 Receptor Agonists | Glucagon-like peptide 1 receptor (Homo sapiens), P43220 | HEK293 GLP-1R CRE-luciferase, luminescence, 4-6 h; cells express a hypersensitive GLP-1R form | Potency, µM (highest dose often 45.6 µM), for inactives: at the highest dose activation, actives largely listed as activators | 380,000 compounds, 0.007% hits; further: % of control where 0% means no effect
* hit, by the source's call; ? = inconclusive; / = no result given; [ ] = another dose, or the depositor's remark. The call rests on the fitted dose curve; in most records, active means well fitted curve in the direction sought with a large enough effect; inconclusive means small, poorly fitted or top-dose-only effect, or another doubt; inactive means no such curve, though single readings can be large; an effect the other way counts as inactive or inconclusive. Potency means the concentration at half of the fitted maximal effect. Random draw from the library; 9.4% or so of the library scored in one or more.

SMILES | GLP1R cytotox | TDP-43 yeast inh | HT1080-NT tox | KB-3-1 cytotox | SW480 rerep | KB-V1 cytotox | GLP1R inv ag | HT1080 IDH1KD tx | GLP-1R agonist
O=C(Nc1ccc2c(c1)Cc1ccccc1-2)c1cc2ccccc2o1 | -3% | 0% | ? | ? | -6% | ? | 37%[activator] | ? | -7%
CCC(Oc1ccccc1)C(=O)NCc1ccc(S(N)(=O)=O)cc1 (centres undefined) | -9% | -17% | 10% | 8% | / | -9% | 5% | 19% | 4%
CCOC(=O)CNC(=O)C(=O)c1c(O)[nH]c2ccccc12 | -5% | -32%[inhibitor] | 0% | 11% | -4% | 1% | -4% | -9% | -13%
Cc1[nH]c2ccccc2c1C(=O)C(=O)NCCc1ccc(S(N)(=O)=O)cc1 | 2% | -4% | -1% | -2% | -4% | -8% | 9% | 5% | 0%
O=[N+]([O-])c1ccc(-c2cn(-c3ccc(Cl)cc3)cn2)cc1 | 0% | 11% | 26% | 0% | / | 1% | 6% | 13% | 10%
O=C(NCc1ccco1)/C(=C/c1cccc([N+](=O)[O-])c1)NC(=O)c1ccco1 | -5% | -8% | 0% | -3% | -6% | -21% | 21% | 2% | 3%
COc1cc(C(=O)NCCNC(=O)c2ccc(C)nc2)cc(OC)c1OC | -1% | 4% | 6% | 9% | -12% | 5% | 11% | 10% | 23%
CCCCOC(=O)C1=C(C)NC(=O)NC1c1ccc(OC)cc1 (centres undefined) | -8% | -15% | -12% | 13% | 5% | 0% | 6% | -1% | 3%
Cc1nnc(N/N=C/c2ccc(-c3ccc(Br)cc3)o2)n1N | 4% | ? | ? | 6% | 5% | -2% | 5% | ? | -2%
O=C(NCC1CCCO1)c1cc(NS(=O)(=O)c2cccs2)cc(NS(=O)(=O)c2cccs2)c1 (centres undefined) | 4% | 0% | 0% | 7% | -13% | ? | 14% | 10% | -2%
CN(C)c1ccc(CNC(=O)c2ccccc2NC(=O)c2nsc3ccccc23)cc1 | -4% | -16% | / | 1% | / | -22% | 10% | / | /
OCCSc1nc(N2CCOCC2)nc(N2CCOCC2)n1 | -1% | -17% | -5% | -5% | 1% | -8% | 17% | -3% | 2%
Cn1ncc(Br)c1C(=O)N1CCCC1 | -4% | 10% | 8% | 3% | -1% | 1% | 11% | 15% | 0%
COC(=O)c1c2c(nc3ccccc13)CCC2 | -6% | 19% | -7% | -6% | -8% | 0% | 0% | 0% | 20%
COC(=O)c1nnn(-c2cccc(C)c2)c1N | 3% | ? | / | 13% | / | 0% | 14% | / | -5%
Clc1ccc(-c2nnc(SCc3nc4ccccc4s3)o2)cc1 | 5% | 10% | 15% | -7% | 2% | -3% | 20% | 1% | 3%
O=C(NN1CCOCC1)c1ccco1 | 5% | -8% | -2% | -8% | 2% | -3% | 36% | 2% | -1%
CCCCn1c(-c2cccs2)nc2nc3ccccc3nc21 | 53%[activator] | 13µM* | 0% | 0% | ? | ? | 1% | 11% | 14%
COC(=O)C1C/C(=N\NS(=O)(=O)c2ccc(C)cc2)c2ccccc2C1 (centres undefined) | -16% | -4% | -10% | 0% | ? | 0% | ? | -5% | 1%
CCc1nc2c(C#N)c(-c3ccc(Cl)cc3)ccn2n1 | -5% | -1% | 4% | ? | -6% | ? | 46%[activator] | 4% | -12%
CN(C)CCCn1c(=O)n(C2CCCCC2)c(=O)c2c3c(sc21)CCCCC3 | 11% | -3% | -4% | -4% | 24% | -4% | ? | -3% | 9%
CCOC(=O)Nc1ccc2c(C)cc(=O)oc2c1 | 6% | -6% | 9% | 14% | -5% | -24% | 25% | -5% | 26%
CCCC(=O)Nc1ccc(N2CCN(C(=O)c3cccs3)CC2)cc1 | -18% | -1% | 9% | 0% | -5% | -23% | -27% | 13% | -6%
CCOc1ccc(NS(=O)(=O)c2ccc(C(=O)NCC3(N4CCCCC4)CCCCC3)cc2)cc1 | 11% | -4% | 5% | ? | ? | ? | 7% | 5% | 6%
Cc1c(CCO)c(=O)[nH]n1C(=O)c1ccc(F)cc1 | -8% | 21% | -2% | 5% | 7% | 4% | 8% | 0% | -4%
Cc1cccc2cc(CN(CCCO)C(=O)Nc3cccc(Cl)c3)c(=O)[nH]c12 | -12% | 2% | -19% | -5% | -1% | -3% | 11µM* | -30% | 6%
CC(=C/c1ccc(C(C)C)cc1)/C=N/NC(=O)Cn1nc(C)cc1C | -10% | 4% | -1% | -14% | -10% | -23% | ? | -17% | 10%
O=C(Nc1nnc(Cc2ccccc2F)s1)c1ccccc1Cl | 8% | ? | 19% | 3% | -3% | 5% | -5% | 0% | -3%
O=C(CC1C[C@H](C(=O)N2CCOCC2)[C@@]2(CCC3CCCC3)c3[nH]c4ccccc4c3CCN2C1=O)NCCc1ccccn1 (some centres undefined) | 7% | -7% | -4% | 0% | ? | 5% | 3% | -3% | -1%
Cc1ccc(NC(=O)Nc2nc(-c3ccc(C)s3)cs2)cc1 | -11% | 9% | -18% | -10% | 7% | 0% | 2% | -29% | 1%
Cc1ccsc1C(=O)N1CCN(c2ncc(C(F)(F)F)cc2Cl)CC1 | -7% | -15% | -16% | ? | 9% | ? | ? | -18% | 4%
CCCn1c(SC(C)C(=O)NC2CCCC2)n[nH]c1=O (centres undefined) | 10% | -7% | 4% | 14% | 1% | -1% | 6% | 5% | -14%
O=C(C1=C(O)C(=O)N(CCN2CCOCC2)C1c1ccccn1)c1cccs1 (centres undefined) | -7% | 18% | 11% | 12% | -5%[9.22 µM] | 1% | 0% | 5% | -2%
c1ccc(COc2ccc(OCCCN3CCCC3)cc2)cc1 | -6% | -14% | -11% | 6% | ? | ? | -2% | -18% | -11%
COc1cc(OC)c(OC)cc1/C=C1/Cc2ccccc2C1=O | 22% | 2% | 8% | -2% | 9% | -24% | 26% | -1% | -4%
CNc1nc(Cl)c(SC)c(NCc2ccc(F)cc2)n1 | -8% | ? | -3% | -10% | 26% | 0% | -9% | -2% | 35%
O=C1N=C(N2CCOCC2)CS1 | 4% | -13% | 5% | -9% | -4% | 4% | -2% | 14% | -3%
Cc1cc(NS(=O)(=O)c2ccc(NC(=O)N[C@H](C(=O)O)C(C)C)cc2)no1 | -5% | -12% | 19% | 12% | -3% | ? | 7% | 5% | -5%
CCOc1ccc(NC(=O)CCC(=O)c2ccc(Br)cc2)cc1 | -18% | 17% | 13% | 20% | 0.65µM* | 8% | -33% | 4% | -14%
CC(=O)c1cccc(N(CC(=O)Nc2ccccc2C(=O)N2CCCC2)S(C)(=O)=O)c1 | 4% | 18% | 0% | 0% | ? | 1% | 3% | 14% | -4%
Cc1ccc(S(=O)(=O)/N=C(/c2ccccc2)N2CCOCC2)cc1 | 0% | -29% | 7% | ? | -22% | 5% | 2% | 11% | 2%
CCCCCC(=O)Nc1cccc(C2=NOC3(C2)C[C@@H](C(N)=O)N(C(=O)Cc2ccc([N+](=O)[O-])cc2)C3)c1 (some centres undefined) | 5% | -6% | 1% | -5% | -2% | 28% | 0% | -2% | 3%
CC1(C(=O)NS(=O)(=O)c2ccccc2Cl)CCN1C(=O)C1(c2ccc(Cl)cc2)CC1 (centres undefined) | -8% | 35µM* | 8% | -14% | / | -12% | -24% | 9% | -3%
O=C(NCc1cccc(Cl)c1)c1ccc(NC(=O)N2CCSc3ccccc32)cc1 | -10% | 17% | / | -7% | / | 8% | -25% | / | /
Cc1ccc(S(=O)(=O)CCC(=O)O)cc1C | 4% | -23% | 3% | 5% | 0% | -8% | -7% | 2% | 1%

The closing three compounds of the section above are carried over, then new ones follow:
SMILES | GLP1R cytotox | TDP-43 yeast inh | HT1080-NT tox | KB-3-1 cytotox | SW480 rerep | KB-V1 cytotox | GLP1R inv ag | HT1080 IDH1KD tx | GLP-1R agonist
CC1(C(=O)NS(=O)(=O)c2ccccc2Cl)CCN1C(=O)C1(c2ccc(Cl)cc2)CC1 (centres undefined) | -8% | 35µM* | 8% | -14% | / | -12% | -24% | 9% | -3%
O=C(NCc1cccc(Cl)c1)c1ccc(NC(=O)N2CCSc3ccccc32)cc1 | -10% | 17% | / | -7% | / | 8% | -25% | / | /
Cc1ccc(S(=O)(=O)CCC(=O)O)cc1C | 4% | -23% | 3% | 5% | 0% | -8% | -7% | 2% | 1%
COc1ccc(-c2noc(CCCC(=O)NC3CCCC3)n2)cc1OC | -1% | -11% | -2% | 0% | 0% | ? | 17% | -14% | 11%
COc1cc(-c2cccs2)cc(=O)c2c(C)oc(C)c12 | -14% | -16% | -8% | -7% | -4% | -8% | 11% | 12%[9.24 µM] | 3%
Cc1csc(CN(C)C(=O)CC2C(=O)NCCN2Cc2ccccc2C)n1 (centres undefined) | 8% | 12% | 7% | -2% | / | -3% | 5% | 9% | 7%
CC1(C)C(=O)Nc2ccccc2N1C(=O)COC(=O)CCSc1ccccc1 | 6% | -17% | 1% | 9% | 23% | 0% | 9% | 16% | 0%
Cc1ccc(C(=O)NCCCNC(=O)c2cccnc2)cc1 | -4% | -23% | -16% | -10% | -11% | -18% | 1% | -6% | 1%
COc1ccc2nc(NC(=O)c3cc(C)oc3C)sc2c1 | -9% | -2% | -18% | ? | -4% | ? | 1% | -21% | -8%
Fc1ccc(OCc2nn[nH]n2)c(F)c1 | -18% | 11% | 7% | 0% | 13% | 18% | 14% | 4% | -4%

Bioassay records from PubChem BioAssay.
